Source: PubChem (Sanford-Burnham Center for Chemical Genomics)
HKDC1 inhibitor = blocks human hexokinase HKDC1 activity. recombinant HKDC1, G6PDH/diaphorase resazurin coupled fluorescence. inhibition, % at 20 µM. 340,000 tested, 0.16% active. AID 493160;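 active = inhibition above about 35% when tested at 20 µM, limit read from the data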;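 also: plate controls were DMSO wells with enzyme for no effect and DMSO wells lacking enzyme for full effect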
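Assay system – recombinant HKDC1 (HK5) hexokinase enzyme, produced in-house · Input – HKDC1 at 5 µg/mL · Reagent – glucose plus 1 mM ATP as hexokinase substrates · Timing – 90 min reaction incubation at room temperature, dark · Measured by – G6PDH/diaphorase-coupled fluorescence, 1 mM NADP, 100 µM resazurin, 525/613 nm · Benchmarks – DMSO-enzyme wells negative, buffer-substituted wells positive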
Apaf-1 inh = inhibitors of human Apaf-1 apoptosome; O14727; reconstituted apoptosome caspase-3 activity, DEVD-Rh110 fluorescence; inhibition, % at 20 µM; 330,000 tested, 0.71% active; AID 489030; active = inhibition of at least 40% at 20 µM;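 also: plate controls were DMSO wells for no effect and DEVD-CHO caspase inhibitor wells for full effect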
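System: Apoptosome proteins | Medium: Hepes pH 7.5 with detergent and BSA | Also added: Cytochrome c trigger plus (Z-DEVD)2-Rh110 caspase-3 substrate | Incubation: 30 min compound preincubation, 50 min activation, room temperature | Detection: Rhodamine 110 fluorescence at Ex 480/Em 540 nm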
SENP8 block-1 = SENP8 (human) protease inhibition | Q96LD8 | recombinant SENP8, Nedd8 substrate fluorescence | inhibition, % at 20 µM | 360,000 tested, 0.64% active | AID 602440; in the data active = inhibition mostly above about 40%, no sharp cut-off; inactive = mostly below about 27%
Target sequence (Q96LD8 whole entry, looked up): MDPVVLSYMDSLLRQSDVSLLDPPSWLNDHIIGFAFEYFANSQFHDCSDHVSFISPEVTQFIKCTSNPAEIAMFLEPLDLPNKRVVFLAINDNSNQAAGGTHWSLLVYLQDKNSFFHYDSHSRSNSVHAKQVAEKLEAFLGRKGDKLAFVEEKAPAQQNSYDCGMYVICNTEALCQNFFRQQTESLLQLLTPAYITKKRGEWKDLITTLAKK
SENP6 inh = blocks the human protease SENP6; Q9GZR1; Recombinant SENP6 catalytic domain, aminoluciferin luminescence; inhibition, % at 10 µM; 330,000 tested, 1.8% active; AID 2599;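 active = inhibition above about 50% at the single tested dose, limit read from the data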;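 also: plate controls were DMSO wells with enzyme for no effect and DMSO wells lacking enzyme for full effect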
SENP7 block = blocks the human protease SENP7. recombinant SENP7, Z-RLRGG-aminoluciferin luminescence, 40 min. 330,000 tested, 1.5% active. Q9BQF6. inhibition, % at 5 µM;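 active = inhibition above about 50% at the single test dose, limit read from the data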;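 also: plate controls were DMSO with enzyme for no effect and no enzyme buffer wells for full effect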
Target sequence (Q9BQF6 706-1050 limits assumed): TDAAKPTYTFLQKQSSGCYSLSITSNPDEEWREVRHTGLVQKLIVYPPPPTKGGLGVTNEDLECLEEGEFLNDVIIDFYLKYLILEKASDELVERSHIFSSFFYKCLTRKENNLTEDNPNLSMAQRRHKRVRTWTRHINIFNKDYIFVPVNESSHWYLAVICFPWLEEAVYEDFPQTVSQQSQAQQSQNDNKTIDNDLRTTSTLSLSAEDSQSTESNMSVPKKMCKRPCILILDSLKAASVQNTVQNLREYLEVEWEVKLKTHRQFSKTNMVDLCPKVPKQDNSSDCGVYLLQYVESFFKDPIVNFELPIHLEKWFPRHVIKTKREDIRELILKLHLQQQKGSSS
PfG6PD inh = PfG6PD (Plasmodium falciparum) enzyme inhibition; PfGluPho enzyme, NADPH resazurin-diaphorase fluorescence; inhibition, % at 20 µM; 350,000 tested, 0.78% active; AID 504690;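 active = inhibition reaching at least a set limit at 20 µM in the primary screen, cut at about 59% in these data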;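 also: 0% = DMSO wells with substrate and 100% = DMSO wells lacking glucose-6-phosphate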
SENP8 block-2 = SENP8 protease inhibition; Q96LD8; purified SENP8, Z-RLRGG-aminoluciferin cleavage, luminescence; inhibition, % at 10 µM; 330,000 tested, 1.2% active; AID 2540; in the data active = inhibition above about 50%
SENP1 inh = SENP1 (human) catalytic domain inhibition. inhibition, % at 10 µM. AID 624204. 360,000 tested, 0.21% active. recombinant SENP1 catalytic domain, CyPet-SUMO1-YPet FRET cleavage;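 active = inhibition at least 30% at 10 µM, raw YFP signal under a set limit, fluorescence ratio 0.5 to 1.5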;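 also: 0% = enzyme with DMSO and 100% = no enzyme wells; some results filed as inactive read as strong as hits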
Target sequence (Q9P0U3 419-644 limits assumed): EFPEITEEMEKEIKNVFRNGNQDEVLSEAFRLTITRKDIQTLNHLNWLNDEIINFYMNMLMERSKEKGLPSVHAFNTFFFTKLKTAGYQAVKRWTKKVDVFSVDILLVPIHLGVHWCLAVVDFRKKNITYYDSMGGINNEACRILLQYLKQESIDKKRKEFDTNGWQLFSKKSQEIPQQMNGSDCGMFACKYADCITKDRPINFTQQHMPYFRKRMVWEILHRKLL
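Material: hSENP1 catalytic domain, recombinant; medium: Tris pH 8 with BME, BSA, NP40 and catalase; compound: single concentration of 10 µM compound, 0.5% DMSO final; technique: FRET read of cyan and yellow fluorescence; timing: 50 min enzyme reaction, room temperature, light-protected; reagent: SFCypet-SUMO1-SFYpet substrate at 25 nM; control set: no-enzyme low, enzyme-DMSO high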
An asterisk follows results filed as active; / = not tested or not shown.

SMILES | HKDC1 inhibitor | Apaf-1 inh | SENP8 block-1 | SENP6 inh | SENP7 block | PfG6PD inh | SENP8 block-2 | SENP1 inh
CCOC(=O)c1oc2c(CN3CCN(C)CC3)c(O)ccc2c(=O)c1-c1ccc(Br)cc1 | -33 | -13 | 27 | -3 | -3 | 4 | -4 | 3
CC(C)C[C@H](NS(=O)(=O)c1ccc(Br)cc1)C(=O)O | 17 | 1 | 10 | -8 | 7 | -6 | 2 | 4
CCC(C)NC(=O)CSC1=Nc2ccccc2C2=NC(c3ccccc3)C(=O)N12 (stereo not drawn) | 0 | 2 | -300 | 8 | 6 | 0 | -6 | -9
Cc1cccc(-n2c(-c3csc(C)c3)n[nH]c2=S)c1 | 10 | 5 | 11 | -4 | -6 | 41 | -7 | 0
CCOc1ccc(OCC)c(NC(=O)Cn2c(C)nc3ccccc3c2=O)c1 | -1 | -4 | 4 | 3 | 2 | -5 | -5 | 0
COc1ccc(CCNC(=O)c2cc(=O)[nH]c3ccccc23)cc1 | 0 | -7 | -37 | -12 | 3 | 5 | -1 | -3
CN(C)CCCN(C(=O)c1ccc(C(=O)c2ccccc2)cc1)c1nc2c(F)cccc2s1 | -5 | 7 | 8 | -1 | 9 | 8 | -15 | -2
COc1cc(NC(=O)CSc2nnnn2Cc2ccccc2)cc(OC)c1 | 0 | 6 | 7 | -16 | 2 | -11 | -3 | 3
O=C(c1ccc(-n2cccn2)cc1)N1CCc2c([nH]c3ccccc23)C1c1ccccn1 (stereo not drawn) | 1 | 7 | 16 | -16 | 3 | -13 | -5 | -20
COc1ccc(CCNC(=O)c2ccccc2N(C)S(=O)(=O)c2ccccc2)cc1 | -7 | 10 | 9 | 1 | 0 | -13 | -4 | 2
CCN1CCCC1CNc1ncnc2c1[nH]c1ccc(F)cc12 (stereo not drawn) | -7 | 2 | -471 | 15 | -1 | -2 | 4 | -32
CN(C1=C(N2CCOCC2)C(=O)c2ccccc2C1=O)c1ccccc1 | -2 | 9 | -8 | 33 | 23 | -8 | 13 | -2
CN(CCNC(=O)c1cc2c(-c3ccccc3F)nn(C)c2s1)C1CCCCC1 | -3 | 4 | -117 | -17 | 6 | 1 | 3 | 1
Cc1cc(NC(=O)c2cc([N+](=O)[O-])cc([N+](=O)[O-])c2)no1 | 1 | -7 | 39 | -17 | 4 | 2 | -1 | 3
Cc1ccccc1N1CCN(C(=O)c2ccccc2NC(=O)c2ccccc2C(=O)O)CC1 | 14 | 3 | -45 | -13 | -9 | -20 | -10 | 1
O=C(Nc1ccc(N2CCOCC2)cc1)C1CCN(S(=O)(=O)Cc2ccccc2)CC1 | -4 | 1 | 40* | -11 | 2 | -6 | 3 | 1
COc1ccc2oc(C(=O)N3CCCc4ccccc43)c(C)c2c1 | -2 | 14 | -12 | 42 | 16 | 3 | 13 | -3
CC(C)(C)c1ccc(CN2C3=NCCCN3c3ccccc32)cc1 | -2 | 14 | 19 | -7 | 4 | -11 | 4 | 3
COc1ccc(C2=NN(C(=O)CSc3nc4ccccc4s3)C(c3ccc(F)cc3)C2)cc1 (stereo not drawn) | -5 | 22 | 1 | -15 | -12 | 15 | -12 | 0
O=C(CCc1ccccc1)NC(NC(=S)Nc1ccc(Cl)cc1)C(Cl)(Cl)Cl (stereo not drawn) | 0 | 19 | 13 | -16 | 4 | 1 | 1 | 2
C#CCOCCOCCOCCNc1nc(N2CCOCC2)nc(N2CCN(C(=O)[C@H](Cc3cc4ccccc4[nH]3)n3cc([C@@H](N)C(C)CC)nn3)CC2)n1 (stereo partly drawn) | -3 | 18 | -11 | -12 | 5 | 19 | -2 | -11
CN(C(=O)CN1C(=O)S/C(=C\c2ccccc2F)C1=O)C1CCS(=O)(=O)C1 (stereo not drawn) | -6 | -6 | 13 | -4 | 11 | 11 | 1 | 2
O=C(NNc1cc(C(F)(F)F)nc2ccccc12)Nc1cccc(Cl)c1 | 2 | -1 | 0 | 5 | -1 | 38 | -7 | 1
CC1(O)N(Cc2ccccc2)C(=O)OC12CCCCC2 (stereo not drawn) | -5 | -9 | 12 | -13 | 6 | -7 | -1 | 0
C=CCN=C1SC(C)C(=O)N1S(=O)(=O)c1ccccc1 (stereo not drawn) | 4 | -7 | 16 | 9 | 8 | -2 | 2 | 4
CS(=O)(=O)N1CCC(C(=O)NCc2ccccc2)CC1 | -8 | -4 | 8 | -8 | 7 | 0 | -2 | 4
CCN(Cc1nc2ccccc2c(=O)[nH]1)C(=O)C1CC(=O)N(c2cccc3ccccc23)C1 (stereo not drawn) | 5 | -3 | -15 | 0 | 5 | 26 | 0 | -10
Cc1cc(NC(=O)CCN2CC(C)OC(C)C2)ccc1Br (stereo not drawn) | -3 | -4 | 11 | 7 | 0 | -9 | -1 | 0
Brc1cccc(CNCc2ccncc2)c1 | 4 | -8 | 6 | -6 | 0 | -9 | 6 | -1
CN(C(=O)c1cccc(NC(=O)c2cccs2)c1)c1ccccc1 | -2 | 4 | 8 | -15 | -11 | -3 | -13 | 1
O=C(O)c1ccc(CNS(=O)(=O)c2ccc(Oc3ccccc3Cl)cc2)cc1 | 4 | -3 | 8 | 35 | -7 | -15 | 20 | 2
O=C1CCN(CCCc2ccccc2)CCN1[C@H](CO)c1ccccc1 | -4 | 0 | 15 | 4 | 3 | -4 | 0 | 3
Nc1cc(=O)[nH]c(SCC(=O)Nc2ccc(Oc3ccccc3)cc2)n1 | 6 | 7 | 11 | -8 | 1 | -32 | 14 | 1
CSc1ccc(CCNC(=O)c2cc(-c3ccccc3)c(N3CCOCC3)s2)cc1 | 0 | -370 | -80 | 3 | -7 | 4 | -5 | -2
CC(=NNC(=O)c1ccncc1)c1cccc(Br)c1 | -4 | / | 5 | / | / | -14 | / | 1
COc1ccc(S(=O)(=O)NCc2c(-c3ccccc3)noc2C)c(OC)c1 | -4 | 2 | 1 | -11 | 1 | 2 | 2 | 3

Reprinted from the part before: 4 compounds; new compounds follow.
SMILES | HKDC1 inhibitor | Apaf-1 inh | SENP8 block-1 | SENP6 inh | SENP7 block | PfG6PD inh | SENP8 block-2 | SENP1 inh
Nc1cc(=O)[nH]c(SCC(=O)Nc2ccc(Oc3ccccc3)cc2)n1 | 6 | 7 | 11 | -8 | 1 | -32 | 14 | 1
CSc1ccc(CCNC(=O)c2cc(-c3ccccc3)c(N3CCOCC3)s2)cc1 | 0 | -370 | -80 | 3 | -7 | 4 | -5 | -2
CC(=NNC(=O)c1ccncc1)c1cccc(Br)c1 | -4 | / | 5 | / | / | -14 | / | 1
COc1ccc(S(=O)(=O)NCc2c(-c3ccccc3)noc2C)c(OC)c1 | -4 | 2 | 1 | -11 | 1 | 2 | 2 | 3
CN(Cc1ccc(F)cc1)C(=O)c1cc(COc2ccc(-n3cncn3)cc2)on1 | -7 | 3 | 4 | -10 | 5 | 10 | -4 | 4
CN1CCN(c2cc(-c3cc(O)c4ncccc4c3)ccn2)CC1 | 0 | 11 | 52* | -6 | 4 | 6 | -2 | -1
COc1ccc(CC(=O)OCCc2cc3cc(OC)c(OC)cc3c(=O)o2)cc1 | 4 | 9 | -22 | -10 | 6 | -1 | -8 | 1
COc1cc(NC(=O)CCC(=O)c2cccs2)cc(OC)c1 | -3 | 5 | 5 | 1 | -6 | 5 | 4 | -2
CC1CCCCC12NC(=O)N(CC(=O)Nc1ccccc1F)C2=O (stereo not drawn) | -5 | 5 | 7 | -6 | -4 | -16 | -17 | -2
CCC(C)c1ccccc1NC(=S)Nc1cccnc1 (stereo not drawn) | 8 | 4 | 4 | -4 | 0 | -3 | -2 | 1
CCNC(=O)CN(c1ccc(C)cc1)S(=O)(=O)c1ccc(SC)cc1 | 0 | -13 | 16 | -4 | 3 | -10 | -3 | 2
COc1ccc(-c2cc3nc(C)cc(N)n3n2)cc1 | 6 | 1 | -179 | 96* | 97* | 21 | 95* | 0
O=C(NC(=S)NCCc1ccccc1)C1CCCCC1 | -4 | 9 | 8 | -4 | 2 | -2 | -5 | -4
C/C(=N\NC(=O)c1cccc(N/N=C(\C)c2ccco2)c1)c1ccco1 | 8 | / | -1 | / | / | 18 | / | 2
CCOC(=O)C1=C(C)N=c2s/c(=C\c3ccc(C(=O)O)cc3)c(=O)n2C1c1ccc(F)cc1 (stereo not drawn) | 4 | 6 | 4 | -21 | -7 | -26 | -2 | 13
NC(=O)NCC1CC1 | -6 | -2 | 16 | 5 | -2 | 6 | -8 | 2
O=C(OCn1nnc2ccccc2c1=O)c1cccc(S(=O)(=O)N2CCOCC2)c1 | -5 | 5 | 13 | -15 | -11 | 0 | -17 | 1
Cc1nc(NC(=O)COC(=O)CCC(=O)c2cccs2)c(Cl)cc1Cl | -2 | -1 | -10 | -8 | -6 | -18 | -15 | -7
CC(=O)OCC(=O)Nc1ccc(Cl)cc1Cl | -6 | -2 | 14 | -6 | -1 | -13 | -8 | 0
CN(C)c1nc(N)nc(CSc2ncc(Cl)cc2Cl)n1 | -6 | 4 | 26 | -2 | 16 | -6 | -10 | 0
Cc1cc(C)c(C)c(S(=O)(=O)N2CCC(C(=O)NCCCN3CCOCC3)CC2)c1C | -1 | 2 | 9 | 15 | -10 | -14 | -7 | 3
O=C(Nc1cccc(C(F)(F)F)c1)n1cc(-c2ccccn2)c(N2CCOCC2)n1 | -7 | -8 | 5 | 15 | -2 | -3 | 4 | 1
COc1ccc(N2CC(NC(=O)N(C)CCC#N)CC2=O)cc1 (stereo not drawn) | -5 | -6 | 33 | -3 | 3 | -1 | -2 | 4
CCN1C(=O)[C@H]2[C@@H](c3ccc(OC)cc3)N3C(=O)CN(CCOC)C(=O)[C@@]3(C)[C@H]2C1=O | -6 | -1 | 4 | -2 | -8 | 4 | -1 | -1
N#CCCN1CCN(S(=O)(=O)c2ccc(S(=O)(=O)N3CCOCC3)cc2)CC1 | -2 | -2 | 0 | -12 | 1 | -19 | 1 | 2
CN(CCc1ccccn1)c1ncnc2[nH]ncc12 | 2 | 2 | -232 | -10 | 1 | 14 | -11 | 1
Cc1nc2ccc(S(=O)(=O)Nc3ccccc3C)cc2s1 | -2 | -15 | 1 | -1 | 10 | -17 | 1 | 0
COc1ccc(CC(=O)NCc2cccs2)cc1 | -1 | 9 | 11 | -15 | 1 | -2 | -4 | 3
COc1ccccc1N(C)S(=O)(=O)c1ccc(C(=O)Nc2nc(C)c(C(C)=O)s2)cc1 | -1 | 8 | -176 | -4 | 0 | -3 | -1 | -3
CN(CC(=O)Nc1cccc(S(=O)(=O)N2CCOCC2)c1)CC(=O)Nc1ccc(Cl)c(C(F)(F)F)c1 | 0 | 19 | 9 | -13 | -8 | 13 | 11 | 0
COC(=O)N/N=C/c1cc(C)n(-c2ccc(F)cc2)c1C | -3 | 4 | -4 | 10 | -3 | 8 | 2 | -20
N#Cc1c(N)oc(-c2cccs2)c1-c1cccs1 | 3 | -21 | -169 | 5 | -1 | 4 | 2 | -3
Cc1ccc(SCc2c(-c3ccccc3)nn(C)c2Cl)cc1 | -2 | 20 | 21 | -17 | -10 | 13 | -4 | 3
